SARS 3CLpro inh: SARS-CoV 3CLpro protease inhibition. P0C6X7. recombinant SARS-CoV 3CLpro, quenched FRET peptide cleavage. inhibition, % at 6 µM. hit rate 0.14% among 290,000; in the data active means inhibition above about 12%
BoNT-A LC inh2: BoNT A light chain protease inhibition | multiplex microsphere protease substrate cleavage, flow cytometry | inhibition, % at 10 µM | hit rate 0.17% among 360,000 | AID 588499; further: plate controls were buffer without enzyme for full effect and enzyme alone for no effect
PriA SSB inh: inhibitors of Klebsiella pneumoniae PriA binding to SSB C-terminal tail; AID 1272365; inhibition, % at 33 µM; AlphaScreen SSBct-PriA binding, biotinylated peptide; hit rate 0.6% among 430,000; in the data active means inhibition mostly above about 37%, no sharp cut-off; inactive means mostly below about 20%;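 further: plate controls were negative control peptide for no effect and reference peptide for full effect; strong numbers were not always called active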
PrPC surface inh: cell surface PrPC inhibition, primary TR-FRET screen; P04156; TR-FRET read-out; inhibition, % at 13.8 µM; hit rate 0.43% among 370,000; in the data active means inhibition above about 24%; further: 0% = median of the test wells and 100% = reference compound wells
PfHsp40 rescue: compounds rescuing yeast from Plasmodium falciparum HSP40 toxicity; S. cerevisiae expressing PfHsp40, growth rescue, ATP luminescence; growth rescue, % at 12.5 µM; hit rate 0.68% among 340,000; AID 504582; in the data active means growth rescue above about 28%, passing the limit was not always enough; inconclusive means no clear call, values can overlap the other calls;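 further: yeast W303a lacking pdr1 and pdr3 grown in galactose medium; growth measured after three days at 30 °C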
Vc quorum ag: induces V. cholerae light production without autoinducers; AID 588436; hit rate 0.16% among 350,000; V. cholerae BH1578 lux reporter, luminescence, 6 h; activation, % at 18.7 µM; in the data active means activation mostly above about 9.7%, no sharp cut-off; inconclusive means no clear call, values can overlap the other calls; inactive means mostly below about 3.7%; further: not every result past the cut was called active; inactives centre near 0; reference of the scale not given here
Anthrax LF prot: blocks Bacillus anthracis lethal factor protease; P15917; multiplex microsphere protease cleavage assay, LF; inhibition, % at 10 µM; hit rate 0.12% among 360,000; further: plate controls were buffer without enzyme for full effect and enzyme alone for no effect
Yp Topo-I inh: inhibitors of Yersinia pestis topoisomerase I; Y. pestis Topo-I cleavage product accumulation, plate reader; activity, % at 10 µM; hit rate 0.064% among 360,000; in the data active means activity above about 50%, passing the limit was not always enough; inconclusive means no clear call, values can overlap the other calls; further: inactives centre near 2
TcdB GH inh: TcdB glycohydrolase inhibition; P18177; TcdB glycohydrolase enzymatic assay, plate reader; inhibition, % at 9.99 µM; hit rate 0.24% among 350,000; AID 652162; in the data active means inhibition above about 10%
An asterisk follows results filed as active. Unless noted, no stated cut-off is given here; in the data, active means inhibition above about 30%; inconclusive means no clear call, values can overlap the other calls; inactive means below that. This is a subset; count on the stated rates, not on these rows.

For COc1ccc(NC(=O)c2cc(-c3ccccc3)on2)cc1 the results were SARS 3CLpro inh 0, PriA SSB inh -7, PrPC surface inh 8, PfHsp40 rescue -0.9, Vc quorum ag -0.4, Yp Topo-I inh -3 and TcdB GH inh 0.4.
For CCc1c(C)nc(SCC(=O)Nc2c(C)n(C)n(-c3ccccc3)c2=O)[nH]c1=O the results were SARS 3CLpro inh 4, BoNT-A LC inh2 3.7, PriA SSB inh -9, PrPC surface inh -6, PfHsp40 rescue -0.2, Vc quorum ag -0.4, Anthrax LF prot 0 and Yp Topo-I inh 7.
`COc1ccc(-c2cc(C(=O)Nc3cc(Cl)ccc3O)no2)cc1` gave SARS 3CLpro inh -1, BoNT-A LC inh2 0.3, PriA SSB inh -9, PrPC surface inh 0, PfHsp40 rescue 1.8, Vc quorum ag -0.6, Anthrax LF prot 5, Yp Topo-I inh 7 and TcdB GH inh -0.7.
For COc1ccc2c(c1OC)C(=O)N(c1cccc(NC(C)=O)c1)C2 the results were SARS 3CLpro inh -2, BoNT-A LC inh2 -4.8, PriA SSB inh -1, PrPC surface inh 2, Vc quorum ag -0.5, Anthrax LF prot 19, Yp Topo-I inh 2 and TcdB GH inh -1.6.
Cc1cc(C(=O)O)ccc1-n1c(C)cc(C=C2C(=O)c3ccccc3C2=O)c1C was read as SARS 3CLpro inh 3, BoNT-A LC inh2 1.3, PriA SSB inh -12, PrPC surface inh 0, PfHsp40 rescue 2.4, Vc quorum ag -0.1, Anthrax LF prot -19, Yp Topo-I inh -9 and TcdB GH inh 0.9.
COC(=O)C1=C(C)NC(=O)CC1c1ccc(F)c(Br)c1 (stereo unspecified) was read as SARS 3CLpro inh 0, BoNT-A LC inh2 inconclusive, PriA SSB inh -3, PfHsp40 rescue -1.1, Vc quorum ag -0.6, Anthrax LF prot -1, Yp Topo-I inh -10 and TcdB GH inh 1.5.
Screening Nc1nnc(SCCCC(=O)c2ccc(Br)cc2)s1 returned SARS 3CLpro inh 0, BoNT-A LC inh2 0.0, PriA SSB inh -4, PrPC surface inh 2, PfHsp40 rescue -0.7, Vc quorum ag inactive, Anthrax LF prot 1, Yp Topo-I inh 3 and TcdB GH inh 1.1.
COC[C@H]1CCCN1c1ccc2c(c1)O[C@@H](COCc1ccccc1)CN([C@@H](C)c1ccccc1)S2(=O)=O was read as BoNT-A LC inh2 1.2, PrPC surface inh 6, Anthrax LF prot -3 and TcdB GH inh 0.1.
Screening Cc1nc(SCC(=O)c2ccc(Cl)s2)c2oc3ccccc3c2n1 returned SARS 3CLpro inh 1, BoNT-A LC inh2 0.8, PriA SSB inh -14, PrPC surface inh -3, PfHsp40 rescue 0.0, Anthrax LF prot -7 and Yp Topo-I inh 0.
`CC[C@H](CO)NCCN[C@H](CC)CO` gave SARS 3CLpro inh -1, BoNT-A LC inh2 -0.7, PriA SSB inh -11, PrPC surface inh -2, PfHsp40 rescue 0.2, Vc quorum ag 0.3, Anthrax LF prot 6, Yp Topo-I inh 9 and TcdB GH inh 1.6.
`O=C(Nc1ccc(Cl)cc1C(F)(F)F)c1ccccc1` gave SARS 3CLpro inh 3, BoNT-A LC inh2 1.1, PriA SSB inh -6, PrPC surface inh -7, PfHsp40 rescue -1.3, Vc quorum ag -0.3, Anthrax LF prot 0 and Yp Topo-I inh -5.
O=C(CN1CCN(c2ccc(F)cc2)CC1)N1N=CCC1c1ccccc1 (stereo unspecified) was read as SARS 3CLpro inh 2, BoNT-A LC inh2 -0.8, PriA SSB inh 0, PrPC surface inh -4, PfHsp40 rescue -1.5, Vc quorum ag -0.4, Anthrax LF prot -5, Yp Topo-I inh -2 and TcdB GH inh 0.5.
CC(=O)Nc1ccc2c(c1)nc(CCN1CCOCC1)n2C was read as SARS 3CLpro inh -1, BoNT-A LC inh2 0.4, PriA SSB inh -20, PrPC surface inh 1, PfHsp40 rescue 1.1, Vc quorum ag 0.0, Anthrax LF prot 0 and Yp Topo-I inh -4.
For O=C(CSc1nc(-c2ccccc2)c(-c2ccccc2)o1)Nc1nnc(-c2ccccc2)s1 the results were SARS 3CLpro inh -3, BoNT-A LC inh2 0.8, PriA SSB inh -10, PrPC surface inh -9, PfHsp40 rescue 1.0, Vc quorum ag -1.4, Anthrax LF prot -2 and Yp Topo-I inh -2.
CCOc1ccc(C=NNC(=O)c2cccc3ccccc23)cc1OCC was read as BoNT-A LC inh2 -0.5, PriA SSB inh -22, PrPC surface inh -10, PfHsp40 rescue -1.2, Vc quorum ag 2.9, Anthrax LF prot -6, Yp Topo-I inh 1 and TcdB GH inh 0.5.

Fetched by structure from above (two):
Screening Cc1nc(SCC(=O)c2ccc(Cl)s2)c2oc3ccccc3c2n1 returned SARS 3CLpro inh 1, BoNT-A LC inh2 0.8, PriA SSB inh -14, PrPC surface inh -3, PfHsp40 rescue 0.0, Anthrax LF prot -7 and Yp Topo-I inh 0.
CCOc1ccc(C=NNC(=O)c2cccc3ccccc23)cc1OCC was read as BoNT-A LC inh2 -0.5, PriA SSB inh -22, PrPC surface inh -10, PfHsp40 rescue -1.2, Vc quorum ag 2.9, Anthrax LF prot -6, Yp Topo-I inh 1 and TcdB GH inh 0.5.

Other results.
Screening Cc1ccc(S(=O)(=O)NC2=NCN(C)CN2)cc1[N+](=O)[O-] returned SARS 3CLpro inh 0, BoNT-A LC inh2 -1.5, PriA SSB inh -17, PrPC surface inh 1, PfHsp40 rescue 0.9, Vc quorum ag -3.1, Anthrax LF prot 0, Yp Topo-I inh 10 and TcdB GH inh 2.5.
Cc1c(NC(=O)c2ccc3nsnc3c2)cccc1[N+](=O)[O-] was read as SARS 3CLpro inh 1, BoNT-A LC inh2 1.2, PriA SSB inh -12, PrPC surface inh -39, PfHsp40 rescue 0.9, Vc quorum ag -1.0, Anthrax LF prot -2, Yp Topo-I inh 4 and TcdB GH inh 1.2.
Brc1cccc(CNCCCN2CCOCC2)c1 was read as SARS 3CLpro inh 2, BoNT-A LC inh2 0.1, PriA SSB inh -17, PrPC surface inh 1, PfHsp40 rescue 0.3, Vc quorum ag inactive, Anthrax LF prot -2, Yp Topo-I inh 1 and TcdB GH inh 1.2.
CC1(C)CC(=O)C(N=Nc2cccc(F)c2C#N)=C(O)C1 was read as SARS 3CLpro inh 1, BoNT-A LC inh2 0.3, PriA SSB inh -3, PrPC surface inh -3, PfHsp40 rescue 0.7, Vc quorum ag -1.7, Anthrax LF prot -8, Yp Topo-I inh -9 and TcdB GH inh -0.5.
For NS(=O)(=O)c1cccc(NC(=O)c2ccc(S(=O)(=O)N3CCCCCC3)cc2)c1 the results were BoNT-A LC inh2 1.6, PriA SSB inh -4, PrPC surface inh 4, PfHsp40 rescue 11, Vc quorum ag -0.1, Anthrax LF prot 1, Yp Topo-I inh 1 and TcdB GH inh 0.4.
Screening Cc1ccc(S(=O)(=O)N(CC(=O)NCC2CCCO2)C2CCCCC2)cc1 (stereo unspecified) returned SARS 3CLpro inh 1, BoNT-A LC inh2 -4.3, PriA SSB inh 4, PrPC surface inh 6, PfHsp40 rescue -1.6, Vc quorum ag inactive, Anthrax LF prot 1, Yp Topo-I inh 12 and TcdB GH inh 0.3.
COc1cc(/C=N/NC(=O)CC23CC4CC(CC(C4)C2)C3)cc(Br)c1OCC(=O)N(C)C was read as SARS 3CLpro inh 5, BoNT-A LC inh2 -0.1, PrPC surface inh 5, PfHsp40 rescue -1.7, Vc quorum ag 0.0, Anthrax LF prot 0, Yp Topo-I inh -1 and TcdB GH inh 0.1.
For COc1ccc(N2C(=O)C3CC=C(Cl)CC3C2=O)cc1 (stereo unspecified) the results were SARS 3CLpro inh -2, BoNT-A LC inh2 -0.2, PriA SSB inh -5, PrPC surface inh 5, PfHsp40 rescue 0.9, Vc quorum ag 7.1, Anthrax LF prot -2, Yp Topo-I inh 3 and TcdB GH inh -0.3.
Cc1cc(C(=O)N2CCC(C(F)(F)F)n3nccc32)on1 (stereo unspecified) was read as SARS 3CLpro inh 3, BoNT-A LC inh2 -0.2, PriA SSB inh -9, PrPC surface inh 4, PfHsp40 rescue -0.9, Vc quorum ag 0.0, Anthrax LF prot 1 and Yp Topo-I inh -5.
Screening O=C(CCCOc1ccccc1)N1CCCc2ccccc21 returned SARS 3CLpro inh 2, BoNT-A LC inh2 1.5, PriA SSB inh -32, PrPC surface inh -1, PfHsp40 rescue 1.6, Vc quorum ag -0.4, Anthrax LF prot 3 and Yp Topo-I inh 36.
Screening O=C(c1cc(-c2ccc(Cl)cc2Cl)on1)N1CCOCC1 returned SARS 3CLpro inh -2, BoNT-A LC inh2 1.0, PriA SSB inh -1, PrPC surface inh -3, PfHsp40 rescue -1.5, Vc quorum ag -0.5, Anthrax LF prot -3, Yp Topo-I inh 2 and TcdB GH inh 1.3.
Screening CC(OC(=O)CCCN=C1NS(=O)(=O)c2ccccc21)C(=O)NC1CCCCC1C (stereo unspecified) returned SARS 3CLpro inh -6, BoNT-A LC inh2 7.7, PriA SSB inh -6, PrPC surface inh -4, PfHsp40 rescue 1.1, Vc quorum ag inactive, Anthrax LF prot -1, Yp Topo-I inh -11 and TcdB GH inh 1.5.
For CCOc1ccc(C(C)(O)CN2CCOCC2)cc1 (stereo unspecified) the results were SARS 3CLpro inh -5, BoNT-A LC inh2 -0.8, PriA SSB inh -15, PrPC surface inh -1, PfHsp40 rescue 0.1, Vc quorum ag inactive, Anthrax LF prot 0 and Yp Topo-I inh 14.
For Nc1nc(SCC(=O)c2cccs2)n[nH]1 the results were SARS 3CLpro inh 0, BoNT-A LC inh2 0.1, PriA SSB inh -11, PrPC surface inh 4, PfHsp40 rescue -1.6, Vc quorum ag -0.4, Anthrax LF prot -5, Yp Topo-I inh -5 and TcdB GH inh 1.1.
`COC(=O)c1ccc(NC(=O)N2CCC(O)(c3cccnc3)CC2)cc1` gave SARS 3CLpro inh 4, BoNT-A LC inh2 -0.1, PriA SSB inh 0, PrPC surface inh 1, PfHsp40 rescue -0.3, Vc quorum ag -0.5, Anthrax LF prot 1 and Yp Topo-I inh 1.
Screening O=c1c(Cl)c(NS(=O)(=O)c2ccccc2)cnn1-c1ccccc1 returned SARS 3CLpro inh -2, BoNT-A LC inh2 -0.2, PriA SSB inh -12, PrPC surface inh 8, PfHsp40 rescue 0.6, Vc quorum ag -0.8, Anthrax LF prot 4, Yp Topo-I inh -8 and TcdB GH inh 1.1.
For CC1(C)C2CC=C(/C=N/NC(=S)Nc3cccnc3)C1C2 (stereo unspecified) the results were SARS 3CLpro inh 15*, BoNT-A LC inh2 0.6, PrPC surface inh -6, PfHsp40 rescue 1.3, Vc quorum ag -0.5, Anthrax LF prot 3, Yp Topo-I inh -9 and TcdB GH inh 0.1.
Screening CCN(CC(=O)Nc1c(F)cccc1F)C(=O)c1ccc(C(F)(F)F)cc1 returned SARS 3CLpro inh 1, BoNT-A LC inh2 -0.4, PriA SSB inh -2, PrPC surface inh 3, PfHsp40 rescue 0.9, Vc quorum ag 0.8, Anthrax LF prot -2, Yp Topo-I inh -7 and TcdB GH inh -0.6.
For Cc1ccc(C(=O)NC(=S)Nc2ccc(S(=O)(=O)N3CCN(C)CC3)cc2)cc1 the results were SARS 3CLpro inh -2, BoNT-A LC inh2 -0.1, PriA SSB inh 1, PrPC surface inh -3, PfHsp40 rescue -0.8, Vc quorum ag 1.4, Anthrax LF prot -1 and Yp Topo-I inh 16.
For CCC(C)NC(=O)c1cc(OC)c(OC)c(OC)c1 (stereo unspecified) the results were SARS 3CLpro inh -6, BoNT-A LC inh2 0.0, PriA SSB inh -8, PfHsp40 rescue 0.4, Vc quorum ag 0.4, Anthrax LF prot 2, Yp Topo-I inh 4 and TcdB GH inh 1.4.
For Cc1cc([N+](=O)[O-])nn1CC(=O)NCc1ccco1 the results were SARS 3CLpro inh 4, BoNT-A LC inh2 0.2, PriA SSB inh 3, PrPC surface inh -9, PfHsp40 rescue 0.2, Vc quorum ag -0.6, Anthrax LF prot 0, Yp Topo-I inh 0 and TcdB GH inh 1.5.
`COc1ccc(-n2c(Cc3cccn3C)nnc2SCC(=O)Nc2ccc(Cl)cc2)cc1` gave SARS 3CLpro inh 6, BoNT-A LC inh2 -0.3, PriA SSB inh 5, PrPC surface inh -3, PfHsp40 rescue 0.5, Vc quorum ag 0.4, Anthrax LF prot 1, Yp Topo-I inh 14 and TcdB GH inh 1.7.
